Bioassay records (PubChem)
Imprint erasure: genomic imprint erasure induction. mouse ES Peg3-LacZ reporter, beta-gal luminescence, 40 h. Potency, µM (titrated, usually from 60.7 µM), without a hit: at the highest dose activity change, positive = activation, hits mostly activators. hit rate 0.02% among 110,000; active means well fitted activation curve with a large enough effect;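 further: 0% = negative control wells on the plate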
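Readout: BetaGlo luminescence (5 min, room temp) for LacZ from the normally silent maternal Peg3 allele in female Peg3LacZ-Neo ES cells. Cells 300/well, 40 h, 37C, 5% CO2. Data normalized per plate to negative controls.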
Numbers without * were called inactive; & = joins results of further samples; [ ] = dose if it differs, or a comment. Potency means the concentration at half of the fitted maximal effect.

cpd | Compound | Imprint erasure
1 | CO/N=C(\C(=O)N[C@@H]1C(=O)N2C(C(=O)O)=C(CSc3nc(=O)c(O)nn3C)CSC12)c1csc(N)n1 (some centres not stated) | -2%
2 | O=C1C[C@@H]2CCN3C(=O)CCC[C@@H]([C@H]23)[C@@H]1Cc1ccccc1 | -7%
3 | COc1cc(C(=O)N2CCOCC2)cc(OC)c1OC | -1%
4 | C=C1C(=O)[C@]23[C@H](O)[C@H]1CC[C@H]2[C@@]12COC3(O)[C@H](O)[C@@H]1C(C)(C)CC[C@@H]2O | -48%[inhibitor]
5 | COc1ccccc1[C@@H]1C(c2ccccc2)=NN(c2ccccc2)[C@H]1C(=O)N1CCOC1=O | -7%
6 | OCC1NCC(O)C(O)C1O (configuration not stated) | -10%
7 | CN(C)c1ccc(/C=C2\C(=O)Nc3ccccc32)cc1 | -52%&-67%[inhibitor]
8 | CC(=O)[C@H]1CCC2C3CC=C4C[C@@H](OS(=O)(=O)O)CC[C@]4(C)C3CC[C@@]21C (some centres not stated) | 2%
9 | Cc1cccc(C2=NN(c3ccccc3)[C@H](CO)[C@H]2c2ccc(F)cc2)c1 | -21%
10 | Nc1nc(NCC2CCC(CNS(=O)(=O)c3cccc4ccccc34)CC2)nc2ccccc12 (configuration not stated) | -41%[inhibitor]
11 | COc1ccc2c(c1)C(c1ccccc1OC)CC(=O)O2 (configuration not stated) | 11%
12 | COc1ccccc1[C@@H]1C(c2ccc(F)cc2)=NN(c2ccc(Br)cc2)[C@H]1C(=O)N1CCOC1=O | -15%[40.7 µM]
13 | COc1cc(OC)c2c(-c3cccc(-c4ccc(OC(F)(F)F)cc4)c3)cc(=O)oc2c1 | -17%
14 | C[C@@](O)(/C=C/[C@H]1CC=CC(=O)O1)[C@@H](C[C@@H](O)\C=C/C=C\C=C\CO)OP(=O)(O)O | -2%[10.9 µM]
15 | O=C(Nc1ccc(O)c2c(=O)cc(-c3ccccc3Cl)oc12)c1ccccc1Cl | -9%
16 | COc1ccc(NC(=O)OCCN2CCN(Cc3ccccc3)CCC2=O)cc1 | -18%
17 | C[C@H](CCC(=O)O)[C@H]1CC[C@@H]2[C@H]3CC[C@H]4C[C@H](O)CC[C@]4(C)[C@@H]3CC[C@@]21C | -1%
18 | Cc1cccc(C2=NN(c3ccccc3)[C@@H](C(=O)N3CCOC3=O)[C@@H]2c2ccc(F)cc2)c1 | 2%
19 | Cc1ccccc1/C=C/C1=NCCN1 | -25%
20 | CCOC(=O)C1C(C(=O)OC)=C(CC(C)C)c2ccccc2N1S(=O)(=O)C(F)(F)F (configuration not stated) | -2%
21 | O=C(NCCNCC(O)COc1ccc(O)cc1)N1CCOCC1 (configuration not stated) | -3%
22 | COc1cc(NCc2ccc3nc(N)nc(N)c3c2C)cc(OC)c1OC | -20%
23 | COc1cc2oc(=O)cc(-c3ccc(-c4ccc(C#N)cc4)cc3)c2c(OC)c1OC | -12%
24 | C=CCN1CCc2c(cc(O)c(O)c2Br)[C@@H](c2ccccc2)C1 | -18%
25 | CCN(CC)CC1CCN(c2ncc3ncnc(Nc4ccc(F)c(Cl)c4)c3n2)CC1 | -35%[inhibitor]
26 | Cc1cccc(C2=NN(c3ccccc3)[C@@H](C(=O)N3CCOC3=O)[C@@H]2C)c1 | -1%
27 | Clc1ccc2ncnc(NCc3ccc4c(c3)OCO4)c2c1 | -9%
28 | C=C1c2ccccc2O[C@H](C(=O)OCC)[C@@H]1CCC(C)C (tested in a mixture with another compound) | -15%
29 | CCCCCCNC(=O)c1ccc(Br)o1 | -9%[97.3 µM]
30 | COc1cc2oc(=O)cc(-c3cccc(-c4ccc(C(C)=O)cc4)c3)c2c(OC)c1OC | -11%
31 | O=C(O)[C@H](C1NCCS1)N1C(=O)c2ccccc2C1=O (some centres not stated) | -3%[10.9 µM]
32 | CN1C2CCC1CC(NC(=O)c1nn(C)c3ccccc13)C2 (configuration not stated) | -8%
33 | NCC(O)(CS(=O)(=O)O)c1ccc(Cl)cc1 (configuration not stated) | -5%
34 | Cc1ccc(S(=O)(=O)N2CCC(=O)N([C@H](COCc3cccc(C)c3)Cc3ccccc3)CC2)cc1 | -23%[40.7 µM]
35 | COc1cccc(-c2cc(=O)c3cc(NC(=O)c4ccc(Cl)cc4)ccc3[nH]2)c1 | -4%
36 | CC(/C=C/c1cccc(Oc2ccc(F)cc2)c1)N(O)C(N)=O (configuration not stated) | -13%
37 | C=CCC1CCCC(=O)N2CC[C@H](O)C12 (some centres not stated) | -2%[97.3 µM]
38 | CC#CCOC(=O)c1c(C)nc2sc3c(c2c1N)CCC(O)C3 (configuration not stated) | -13%
39 | CCCC1O[C@@H]2C[C@H]3[C@@H]4CCC5=CC(=O)C=C[C@]5(C)C4[C@@H](O)C[C@]3(C)[C@]2(C(=O)CO)O1 (some centres not stated) | -13%
40 | CCOC(=O)C1(C)Oc2ccccc2C(c2ccc(OC)cc2)=C1C(=O)OC (configuration not stated) | -16%
41 | COc1ccccc1C1CC(=O)Oc2c(C(C)C)ccc(C)c21 (configuration not stated) | -6%
42 | O=C1OCCN1C(=O)[C@H]1[C@H](c2ccc([N+](=O)[O-])cc2)C(c2cccc(Cl)c2)=NN1c1ccccc1 | -8%
43 | CCCC[C@@H](NC(=O)[C@@H](Cc1cn(C(=O)OC)c2ccccc12)NC(=O)[C@H](CC(C)(C)C)NC(=O)N1[C@H](C)CCC[C@@H]1C)C(=O)O | -7%
44 | O=C1NC(=O)c2cc(Nc3ccc(F)cc3)c(Nc3ccc(F)cc3)cc21 | -11%
45 | NC/C=C/C(=O)O | -7%&15%
46 | Cc1cc2oc(=O)cc(-c3ccccc3)c2c(C)c1-c1ccc(N(C)C)cc1 | -18%
47 | O=C(Nc1cccc(Cl)c1)OCCN1CCN(Cc2ccccc2)CCC1=O | -18%
48 | COc1cc(C2CC(=O)Oc3c(C(C)C)ccc(C)c32)cc(OC)c1OC (configuration not stated) | -6%
49 | S=C(NCCCc1cnc[nH]1)NCCCN(Cc1ccc(Cl)c(Cl)c1)c1ccc(Br)cn1 | -19%
50 | COc1ccc(Br)c2oc(SC)cc(=O)c12 | -4%

(further entries)
cpd | Compound | Imprint erasure
51 | NC(=O)C1=CN(C2OC(COP(=O)(O)OP(=O)(O)OC[C@H]3O[C@@H](n4cnc5c(N)ncnc54)[C@H](OP(=O)(O)O)[C@H]3O)C(O)C2O)C=CC1 (some centres not stated) | 3%
52 | CO[C@@H]1[C@@H]2OP(=O)(O)OC[C@H]2O[C@H]1n1c(Sc2ccc(Cl)cc2)nc2c(N)ncnc21 | -5%
53 | CC1(C)C(C=C(Cl)Cl)C1C(=O)OCc1cccc(Oc2ccccc2)c1 (configuration not stated) | -8%
54 | C[C@]12CC[C@@H]3c4ccc(O)cc4CC[C@H]3[C@@H]1CC[C@H]2O | -7%
55 | O=C(Nc1cccc(F)c1)c1ccc(Br)o1 | -48%[inhibitor]
56 | c1ccc([C@H]2CN3CCSC3=N2)cc1 | -10%
57 | CCC(=O)OCC(=O)[C@@]1(OC(=O)CC)[C@@H](C)C[C@@H]2[C@H]3CCC4=CC(=O)C=C[C@]4(C)[C@@]3(F)[C@@H](O)C[C@@]21C | -3%
58 | O=C(Nc1ccc(O)c2c(=O)cc(-c3ccccc3Cl)oc12)c1ccc(Br)cc1 | -27%
59 | Cc1ccc(S(=O)(=O)COCCN2CCN(S(=O)(=O)c3ccc(C)cc3)CCC2=O)cc1 | 1%
60 | C=CCC1CCC(=O)N2CCCC12 (configuration not stated) | -8%[97.3 µM]
61 | O=C1OCCN1C(=O)[C@H]1[C@H](c2ccc(F)cc2)C(c2ccc(F)cc2)=NN1c1ccccc1 | -8%
62 | OCc1ccc(-c2ccc(-c3ccc(CO)s3)o2)s1 | -62%[inhibitor]
63 | O=S(=O)(O)C(c1ccccc1)[C@@H](O)c1ccccc1 (some centres not stated) | -16%[10.9 µM]
64 | COc1cc(OC)c2c(-c3cccc(-c4ccc(OC)c(F)c4)c3)cc(=O)oc2c1 | -22%
65 | CCOC(=O)C1Oc2ccccc2C(c2ccc(C)cc2)=C1C(=O)OC (configuration not stated) | -19%
66 | CO[C@@H]1/C=C\O[C@]2(C)Oc3c(C)c(O)c4c(O)c(c(CN5CCN(C)CC5)c(O)c4c3C2=O)NC(=O)/C(C)=C\C=C[C@@H](C)[C@@H](O)[C@H](C)[C@@H](O)C(C)[C@H](OC(C)=O)[C@@H]1C (some centres not stated) | -2%[10.9 µM]
67 | O=C1CCc2ccc(OCCCCN3CCN(c4cccc(Cl)c4Cl)CC3)cc2N1 | -30%
68 | CC(c1cc2ccccc2s1)N(O)C(N)=O (configuration not stated) | -5%
69 | CC(C)NCC(O)c1ccc(NS(C)(=O)=O)cc1 (configuration not stated) | -7%
70 | COc1ccc(-c2cc([C@H](O)C3CCCCN3)c3ccccc3n2)cc1 (some centres not stated) | -9%[10.9 µM]
71 | C[C@@]12CCC=C[C@H]1[C@H](c1ccccc1Br)N(Cc1ccccc1)C2=O | -17%
72 | CCOC(=O)C1C(C(=O)OC)=C(c2ccc(OC)cc2)c2ccc(OC)cc2N1S(=O)(=O)C(F)(F)F (configuration not stated) | -7%[40.7 µM]
73 | C[C@@H]1C(c2ccccc2)=NN(c2ccccc2)[C@H]1C(=O)N1CCOC1=O | -16%
74 | O=C(O)c1cc(N(Cc2ccccc2O)Cc2cc(O)ccc2O)ccc1O | -26%
75 | Cc1cc2oc(=O)cc(-c3ccccc3)c2c(C)c1-c1cccc(N)c1 | -4%
76 | CCC1(O)CC2CN(CCc3c([nH]c4ccccc34)[C@@](C(=O)OC)(c3cc4c(cc3OC)N(C=O)C3[C@]45CCN4CC=C[C@@](CC)([C@@H](OC(C)=O)[C@]3(O)C(=O)OC)[C@H]45)C2)C1 (some centres not stated) | -22%
77 | CCCCCCCCCCCCCCCCCCCCCCO | 6%
78 | Cc1ccccc1C1CC(=O)Oc2cc(C)c(Br)c(C)c21 (configuration not stated) | -5%
79 | CCOC(=O)C1C(C(C)=O)=C(c2ccccc2)c2ccccc2N1S(=O)(=O)C(F)(F)F (configuration not stated) | -15%
80 | O=C1CCCC2CCCCN12 (configuration not stated) | 1%[97.3 µM]
81 | O=c1cc(N2CCNCC2)oc2c(-c3ccccc3)cccc12 | -15%
82 | CC(C)Oc1ccc2c(=O)c(-c3ccccc3)coc2c1 | -60%[inhibitor]
83 | Nc1nc(Cl)nc2c1ncn2[C@@H]1O[C@H](CO)[C@H](O)[C@H]1O | -11%
84 | Fc1ccc(C2=NCCC(c3ccccc3)O2)cc1 (configuration not stated) | -3%[97.3 µM]
85 | C=CCN1CCc2cc(O)c(O)cc2C(c2ccccc2)C1 (configuration not stated) | -15%
86 | c1ccc(-c2n[nH]c3c2oc2ccccc23)cc1 | -12%
87 | COC(=O)c1ccc2c(c1)c(C#Cc1ccccc1)c(-c1ccccc1)n2C | -21%
88 | COc1ccc(C2/C=C\CC(OCc3ccccc3)CC(=O)N2Cc2cccc(F)c2)cc1 (configuration not stated) | -18%
89 | COc1ccc(C2CC(=O)Oc3cc(C)c(Cl)c(C)c32)cc1 (configuration not stated) | -17%
90 | COc1cccc2c1OC(=O)CC2c1ccccc1C (configuration not stated) | -12%[97.3 µM]
91 | Cc1cc(C)c2c(-c3ccc(-c4ccc(C(F)(F)F)cc4)cc3)cc(=O)oc2c1 | -8%
92 | C[C@@H]1C(=O)OC2C[C@@]34[C@H]5C[C@@H](C(C)(C)C)[C@@]36C(O)C(=O)O[C@H]6O[C@@]4(C(=O)O5)[C@]21O (some centres not stated) | -24%
93 | COc1ccccc1[C@H]1C(c2cccc(Cl)c2)=NN(c2ccccc2)[C@@H]1CO | -13%
94 | COc1ccc(CNC(=O)c2ccc(Br)o2)cc1 | -13%
95 | N[C@@H](Cc1ccc(F)cc1)C(=O)O | -3%
96 | CNC(=O)[C@H]1O[C@@H](n2cnc3c(NCc4cccc(I)c4)ncnc32)[C@H](O)[C@H]1O | -4%
97 | CC[C@@H]1C(c2ccc(F)cc2)=NN(c2ccccc2)[C@H]1C(=O)N1CCOC1=O | 6%
98 | Cc1cccc(C2=NN(c3ccc(Br)cc3)[C@@H](C(=O)N3CCOC3=O)[C@@H]2c2ccccc2)c1 | 21%[40.7 µM]

Arranged by formula weight (lowest first): 16 of the compounds above
cpd | Compound | Imprint erasure
84 | Fc1ccc(C2=NCCC(c3ccccc3)O2)cc1 (configuration not stated) | -3%[97.3 µM]
90 | COc1cccc2c1OC(=O)CC2c1ccccc1C (configuration not stated) | -12%[97.3 µM]
82 | CC(C)Oc1ccc2c(=O)c(-c3ccccc3)coc2c1 | -60%[inhibitor]
85 | C=CCN1CCc2cc(O)c(O)cc2C(c2ccccc2)C1 (configuration not stated) | -15%
83 | Nc1nc(Cl)nc2c1ncn2[C@@H]1O[C@H](CO)[C@H](O)[C@H]1O | -11%
77 | CCCCCCCCCCCCCCCCCCCCCCO | 6%
78 | Cc1ccccc1C1CC(=O)Oc2cc(C)c(Br)c(C)c21 (configuration not stated) | -5%
87 | COC(=O)c1ccc2c(c1)c(C#Cc1ccccc1)c(-c1ccccc1)n2C | -21%
97 | CC[C@@H]1C(c2ccc(F)cc2)=NN(c2ccccc2)[C@H]1C(=O)N1CCOC1=O | 6%
93 | COc1ccccc1[C@H]1C(c2cccc(Cl)c2)=NN(c2ccccc2)[C@@H]1CO | -13%
92 | C[C@@H]1C(=O)OC2C[C@@]34[C@H]5C[C@@H](C(C)(C)C)[C@@]36C(O)C(=O)O[C@H]6O[C@@]4(C(=O)O5)[C@]21O (some centres not stated) | -24%
88 | COc1ccc(C2/C=C\CC(OCc3ccccc3)CC(=O)N2Cc2cccc(F)c2)cc1 (configuration not stated) | -18%
79 | CCOC(=O)C1C(C(C)=O)=C(c2ccccc2)c2ccccc2N1S(=O)(=O)C(F)(F)F (configuration not stated) | -15%
98 | Cc1cccc(C2=NN(c3ccc(Br)cc3)[C@@H](C(=O)N3CCOC3=O)[C@@H]2c2ccccc2)c1 | 21%[40.7 µM]
96 | CNC(=O)[C@H]1O[C@@H](n2cnc3c(NCc4cccc(I)c4)ncnc32)[C@H](O)[C@H]1O | -4%
76 | CCC1(O)CC2CN(CCc3c([nH]c4ccccc34)[C@@](C(=O)OC)(c3cc4c(cc3OC)N(C=O)C3[C@]45CCN4CC=C[C@@](CC)([C@@H](OC(C)=O)[C@]3(O)C(=O)OC)[C@H]45)C2)C1 (some centres not stated) | -22%

This is a subset (hit frequency here may not be typical).
